Compound activity (PubChem BioAssay)
A3G deaminase – blocks human APOBEC3G single-stranded DNA deamination; actives 0.28% (n = 330,000); Q9HC16; recombinant A3G, ssDNA deamination FAM/TAMRA fluorescence; AID 493012; inhibition, % at 20 µM;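 active means inhibition of at least 40% at 20 µM, with no more than 30% in the related APOBEC3A deaminase screen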;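 further: plate controls were DMSO wells with A3G for no effect and wells lacking A3G enzyme for full effect; some compounds called inactive have numbers as strong as hits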
Target sequence (Q9HC16 whole entry, looked up): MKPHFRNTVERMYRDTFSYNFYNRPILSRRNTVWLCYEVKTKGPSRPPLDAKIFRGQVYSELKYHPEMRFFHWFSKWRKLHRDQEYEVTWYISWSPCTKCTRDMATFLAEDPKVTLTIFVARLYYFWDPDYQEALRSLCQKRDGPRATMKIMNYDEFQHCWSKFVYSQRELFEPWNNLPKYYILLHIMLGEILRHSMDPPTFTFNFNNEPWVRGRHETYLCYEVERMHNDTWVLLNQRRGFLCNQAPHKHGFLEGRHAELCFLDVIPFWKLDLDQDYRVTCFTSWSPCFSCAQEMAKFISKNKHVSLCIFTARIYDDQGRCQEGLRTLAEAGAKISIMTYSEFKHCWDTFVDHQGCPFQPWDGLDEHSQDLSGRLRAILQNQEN
MPTP inh – permeability transition pore inhibition. AID 602449. isolated mouse mitochondria, Ca2+ swelling absorbance, 30 min. actives 1.4% (n = 360,000). inhibition, % at 10 µM;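 active means inhibition of 50% or more, scaled per plate between neutral and stimulator controls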;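 further: 0% = DMSO wells given calcium and 100% = 1 mM EGTA wells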
GRIN3A LBD mod – modulates the human NR3A ligand-binding domain. AID 1259313. actives 2.5% (n = 340,000). NR3A LBD differential scanning fluorimetry, Tm shift; 0% = protein alone, 100% = glycine-bound protein. Tm shift relative to glycine control, % at 25 µM;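 active means melting temperature shift of at least 10% of the positive control shift, at one fixed dose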
mIAP block – mouse IAP inhibition; inhibition, % at 10 µM; actives 0.2% (n = 330,000); purified mouse IAP, CDP-Star luminescence, 30 min; AID 2806;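 active means inhibition of at least 40% at 10 µM in the primary screen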;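 further: plate controls were DMSO with enzyme for no effect and no enzyme wells for full effect; values of inactives mirror those of a sister screen read the other way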
hIAP act – increases human intestinal alkaline phosphatase activity. P09923. purified human IAP, CDP-Star luminescence, 30 min; active compounds read high; 1 = vehicle-only enzyme, 0 = enzyme-free background. activation factor at 10 µM. actives 0.16% (n = 330,000). AID 2524;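 active means activation factor of the enzyme at least 2-fold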; further: the source names both 10 and 20 µM as test concentration; values of inactives mirror those of a sister screen read the other way
Target sequence (P09923 whole entry, looked up): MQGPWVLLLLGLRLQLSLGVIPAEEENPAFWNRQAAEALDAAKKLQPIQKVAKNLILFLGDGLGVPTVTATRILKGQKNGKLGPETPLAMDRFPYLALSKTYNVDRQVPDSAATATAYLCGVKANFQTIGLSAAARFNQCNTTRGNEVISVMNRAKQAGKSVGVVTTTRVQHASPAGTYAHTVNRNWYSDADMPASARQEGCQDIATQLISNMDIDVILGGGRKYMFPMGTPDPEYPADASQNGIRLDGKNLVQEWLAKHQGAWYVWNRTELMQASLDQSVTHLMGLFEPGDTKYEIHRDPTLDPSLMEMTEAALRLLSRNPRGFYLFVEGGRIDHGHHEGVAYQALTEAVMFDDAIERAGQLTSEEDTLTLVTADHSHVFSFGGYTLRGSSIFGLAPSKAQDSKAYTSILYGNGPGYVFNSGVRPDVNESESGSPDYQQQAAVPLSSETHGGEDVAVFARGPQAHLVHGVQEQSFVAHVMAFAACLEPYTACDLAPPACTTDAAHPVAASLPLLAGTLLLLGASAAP
hIAP block – blocks human intestinal alkaline phosphatase | P09923 | purified IAP, CDP-Star luminescence, 30 min | inhibition, % at 10 µM | actives 0.12% (n = 330,000) | AID 2544;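 active means inhibition reaching a set limit with compound at 10 µM in the primary screen, cut at about 35% in these data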;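 further: plate controls were DMSO wells with enzyme for no effect and no-enzyme buffer wells for full effect; values of inactives mirror those of a sister screen read the other way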
MIN6 prolif – MIN6 beta-cell proliferation induction | MIN6 cells proliferation, ATPlite luminescence, 48 h; cells starved in 0.2% serum; 100% = growth in 10% serum | proliferation, % at 10 µM | actives 0.29% (n = 330,000) | AID 2380;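 active means compounds whose signal lies at least 3.5 SD above the mean of all wells on their plate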;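 further: 0% = DMSO-treated cells in low-serum medium and 100% = 10% serum control; some compounds called inactive have numbers as strong as hits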
mIAP activ – mouse IAP activation. actives 0.24% (n = 330,000). activation factor at 10 µM. muIAP, CDP-Star luminescence, 30 min; active compounds read high; 1 = vehicle-only enzyme signal, 0 = enzyme-free wells;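 active means activation factor of at least 2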; further: the source names both 10 and 20 µM as test concentration; values of inactives mirror those of a sister screen read the other way
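System: mouse IAP enzyme. Reagent: CDP-Star chemiluminescent phosphatase substrate. Benchmarks: DMSO wells, no-enzyme wells. Times: 30 min enzyme-substrate-compound incubation at room temperature. Detection: luminescence from enzymatic CDP-Star hydrolysis. Doses: test compounds delivered from DMSO solution.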
A3A deaminase – blocks human APOBEC3A ssDNA deamination; AID 493011; recombinant A3A, FAM/TAMRA ssDNA deamination fluorescence; inhibition, % at 20 µM; actives 0.41% (n = 330,000);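 active means at least 40% inhibition at 20 µM here, with at most 30% in a related deaminase screen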;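 further: plate controls were A3A with DMSO for no effect and wells lacking A3A enzyme for full effect; some results filed as inactive read as strong as hits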
Target sequence (P31941 whole entry, looked up): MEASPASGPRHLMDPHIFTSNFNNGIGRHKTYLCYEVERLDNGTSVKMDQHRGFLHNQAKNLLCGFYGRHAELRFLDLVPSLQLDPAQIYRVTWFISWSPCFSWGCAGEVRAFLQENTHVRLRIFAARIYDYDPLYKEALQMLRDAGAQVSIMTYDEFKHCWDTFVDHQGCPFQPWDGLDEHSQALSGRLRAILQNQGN
* = called active by the depositor.

What do the screens show for `Cc1ccc(Nc2nc(N)nc(CN3CCN(c4ccccc4)CC3)n2)cc1Cl`?
A3G deaminase: -2; MPTP inh: -2.1; GRIN3A LBD mod: 2; mIAP block: -5; hIAP act: 1.2; hIAP block: -15; MIN6 prolif: -6; mIAP activ: 1; A3A deaminase: -2

What do the screens show for `O=C(CCN1C(=O)c2ccccc2S1(=O)=O)Nc1cc(Cl)ccc1Cl`?
A3G deaminase: 2; MPTP inh: -2.5; GRIN3A LBD mod: 0; mIAP block: 3; hIAP act: 0.95; hIAP block: 5; MIN6 prolif: 2; mIAP activ: 0.97; A3A deaminase: 0

What do the screens show for `O=C(/C=C/C(=O)NCc1cccs1)NCc1cccs1`?
A3G deaminase: -8; MPTP inh: 3.0; GRIN3A LBD mod: 4; mIAP block: 0; hIAP act: 1; hIAP block: -4; MIN6 prolif: 1; mIAP activ: 1; A3A deaminase: -4

What do the screens show for `CN(C)S(=O)(=O)c1cccc(NC(=O)c2cncc(Br)c2)c1`?
A3G deaminase: -6; MPTP inh: 0.4; GRIN3A LBD mod: 6; mIAP block: -8; hIAP act: 1.1; hIAP block: -8; MIN6 prolif: -2; mIAP activ: 1.1; A3A deaminase: -1

How did COc1ccc(CN=Cc2c(C(F)(F)F)[nH][nH]c2=O)cc1 do in these assays?
A3G deaminase: 1; MPTP inh: -3.4; GRIN3A LBD mod: -5; mIAP block: -2; hIAP act: 1.1; hIAP block: -12; MIN6 prolif: 0; mIAP activ: 1; A3A deaminase: 0

How did CCOC(=O)c1c(C)c(C(=O)Nc2ccccc2)c(C)n1CC do in these assays?
A3G deaminase: -6; MPTP inh: 0.8; GRIN3A LBD mod: 1; mIAP block: 3; hIAP act: 1; hIAP block: -2; MIN6 prolif: -1; mIAP activ: 0.97; A3A deaminase: -4

What do the screens show for `COc1cc2[nH]c(=O)n(Cc3ccc(C(=O)NC4CCN(Cc5ccccc5)CC4)cc3)c(=O)c2cc1OC`?
A3G deaminase: -5; MPTP inh: 0.6; GRIN3A LBD mod: 4; mIAP block: 7; hIAP act: 0.99; hIAP block: 1; MIN6 prolif: 1; mIAP activ: 0.93; A3A deaminase: -3

What do the screens show for `CCN(C(=O)c1nn(-c2ccc(OC)cc2)c(=O)c2c1c1ccccc1n2C)c1ccc(OC)cc1`?
A3G deaminase: -1; MPTP inh: 4.1; GRIN3A LBD mod: -3; mIAP block: 9; hIAP act: 0.92; hIAP block: 8; MIN6 prolif: 0; mIAP activ: 0.91; A3A deaminase: -4

Results for O=S(=O)(NCc1ccncc1)c1ccc(S(=O)(=O)NCC2CCCO2)cc1 (stereo unspecified) ?
A3G deaminase: 5; MPTP inh: 0.7; GRIN3A LBD mod: -1; mIAP block: -1; hIAP act: 0.93; hIAP block: 7; MIN6 prolif: 0; mIAP activ: 1; A3A deaminase: 5

Results for Cc1ccc(NC(=S)c2ccc(N(C)C)cc2)cc1 ?
A3G deaminase: -1; MPTP inh: 3.0; GRIN3A LBD mod: -4; mIAP block: 4; hIAP act: 0.93; hIAP block: 8; MIN6 prolif: -6; mIAP activ: 0.96; A3A deaminase: -2

Results for O=C(NC1CCCCC1)C(c1ccncc1)N(CC1CCCO1)C(=O)C(F)(F)F (stereo unspecified) ?
A3G deaminase: -9; MPTP inh: -1.1; GRIN3A LBD mod: 2; mIAP block: -3; hIAP act: 1; hIAP block: -2; MIN6 prolif: 0; mIAP activ: 1; A3A deaminase: -9

What do the screens show for `CCCCc1ccc(N=N/C(C(=O)Nc2cc(OC)c(NC(C)=O)cc2OC)=C(/C)O)cc1`?
A3G deaminase: -3; MPTP inh: -0.9; GRIN3A LBD mod: -3; mIAP block: 23; hIAP act: 0.97; hIAP block: 3; MIN6 prolif: 0; mIAP activ: 0.77; A3A deaminase: 0

How did O=C(O)c1ccc(S(=O)(=O)c2ccc3c(c2)C(=O)N(NC(=O)c2ccc(O)cc2)C3=O)cc1 do in these assays?
A3G deaminase: -2; MPTP inh: 0.4; GRIN3A LBD mod: -14; mIAP block: 4; hIAP act: 0.97; hIAP block: 3; MIN6 prolif: 0; mIAP activ: 0.96; A3A deaminase: 0

What do the screens show for `CCNC(=O)CCc1nc(-c2ccc(C)cc2)no1`?
A3G deaminase: -11; MPTP inh: 1.4; GRIN3A LBD mod: 0; mIAP block: 2; hIAP act: 0.94; hIAP block: 6; MIN6 prolif: -2; mIAP activ: 0.98; A3A deaminase: -2

What do the screens show for `O=C(/C=C/c1ccc2c(c1)OCO2)NC1CCCC1`?
A3G deaminase: -9; MPTP inh: 0.5; GRIN3A LBD mod: -2; mIAP block: 5; hIAP act: 0.86; hIAP block: 14; MIN6 prolif: -4; mIAP activ: 0.95; A3A deaminase: -5

How did O=C1CC(C(=O)N(CC2CCCO2)C(C(=O)NC2CCCCC2)c2ccncc2)CS1 (stereo unspecified) do in these assays?
A3G deaminase: -4; MPTP inh: -0.4; GRIN3A LBD mod: 1; mIAP block: 11; hIAP act: 1.2; hIAP block: -16; MIN6 prolif: -1; mIAP activ: 0.89; A3A deaminase: 0

Results for CN(C)c1ccc(/C=N/NC(=O)CNC(=O)/C=C/c2ccccc2)cc1 ?
A3G deaminase: -13; MPTP inh: 0.5; GRIN3A LBD mod: 1; mIAP block: -2; hIAP act: 1.3; hIAP block: -25; MIN6 prolif: 5; mIAP activ: 1; A3A deaminase: -7

What do the screens show for `CCCCN(CC)Cc1ccc(CNC(=O)Nc2ccc(OCC)cc2)o1`?
A3G deaminase: -10; MPTP inh: 5.2; GRIN3A LBD mod: -4; mIAP block: -14; hIAP act: 0.89; hIAP block: 11; MIN6 prolif: 0; mIAP activ: 1.1; A3A deaminase: 1

Results for COC(=O)C1=C(C)NC(C)=C(C(=O)OC)C1c1ccc2ccccc2n1 ?
A3G deaminase: -5; MPTP inh: -8.9; GRIN3A LBD mod: -1; mIAP block: -5; hIAP act: 1.2; hIAP block: -16; MIN6 prolif: -1; mIAP activ: 1; A3A deaminase: 0

Results for O=C(Cn1cnc2ccccc21)Nc1ccc(SC(F)F)cc1 ?
A3G deaminase: -1; MPTP inh: 93*; GRIN3A LBD mod: -4; mIAP block: -19; hIAP act: 0.99; hIAP block: 1; MIN6 prolif: -5; mIAP activ: 1.2; A3A deaminase: 0

Results for CCCCNc1oc(-c2ccc(OC)cc2)nc1S(=O)(=O)c1ccccc1 ?
A3G deaminase: -10; MPTP inh: -0.8; GRIN3A LBD mod: -8; mIAP block: 3; hIAP act: 0.87; hIAP block: 13; MIN6 prolif: -1; mIAP activ: 0.97; A3A deaminase: 0

Results for CC(=O)c1ccccc1OCC(O)CN1CCN(C(c2ccccc2)c2ccccc2)CC1 (stereo unspecified) ?
A3G deaminase: 3; MPTP inh: -1.2; GRIN3A LBD mod: -3; mIAP block: 4; hIAP act: 0.99; hIAP block: 1; MIN6 prolif: -3; mIAP activ: 0.96; A3A deaminase: -5

Results for CC(NC(=O)Cn1cnc([N+](=O)[O-])n1)c1ccccc1 (stereo unspecified) ?
A3G deaminase: -1; MPTP inh: -0.5; GRIN3A LBD mod: 0; mIAP block: 1; hIAP act: 1.1; hIAP block: -6; MIN6 prolif: 0; mIAP activ: 0.99; A3A deaminase: 2

What do the screens show for `COc1cc(Cl)c(C)cc1NC(=O)CSc1ccc(NC(C)=O)cc1`?
A3G deaminase: 4; MPTP inh: 1.7; GRIN3A LBD mod: -25; mIAP block: -8; hIAP act: 1.1; hIAP block: -6; MIN6 prolif: -1; mIAP activ: 1.1; A3A deaminase: 0

Results for COc1ccc(CNC(=O)C2CCCN2CCc2ccccc2)cc1OC (stereo unspecified) ?
A3G deaminase: -16; MPTP inh: 1.2; GRIN3A LBD mod: 0; mIAP block: 8; hIAP act: 0.88; hIAP block: 12; MIN6 prolif: 4; mIAP activ: 0.92; A3A deaminase: -3

How did CC(C)(CCO)Nc1ncnc2onc(-c3ccc(F)cc3)c12 do in these assays?
A3G deaminase: -3; MPTP inh: -0.7; GRIN3A LBD mod: -2; mIAP block: -9; hIAP act: 1; hIAP block: -4; MIN6 prolif: -2; mIAP activ: 1.1; A3A deaminase: 6

Results for Cc1nnc(NC(=O)CN2C(=O)c3ccccc3S2(=O)=O)s1 ?
A3G deaminase: -7; MPTP inh: -3.6; GRIN3A LBD mod: 3; mIAP block: -12; hIAP act: 0.98; hIAP block: 2; MIN6 prolif: 0; mIAP activ: 1.1; A3A deaminase: -1

How did Cc1ccccc1CS(=O)(=O)CC(O)CN1CCCC1=O (stereo unspecified) do in these assays?
A3G deaminase: -5; MPTP inh: 0.1; GRIN3A LBD mod: 4; mIAP block: -2; hIAP act: 1; hIAP block: -1; MIN6 prolif: 0; mIAP activ: 1; A3A deaminase: -1

What do the screens show for `COC(C[C@H](O)C[C@@H](O)[C@@H](C)OCc1ccccc1)OC`?
A3G deaminase: -13; MPTP inh: -1.0; GRIN3A LBD mod: 0; mIAP block: 0; hIAP act: 1; hIAP block: -3; MIN6 prolif: 2; mIAP activ: 1; A3A deaminase: 0

What do the screens show for `Cc1c(CCOC(=O)C23CC4CC(CC(C4)C2)C3)sc[n+]1Cc1ccccc1`?
A3G deaminase: -7; MPTP inh: -1.0; GRIN3A LBD mod: 2; mIAP block: 24; hIAP act: 0.96; hIAP block: 4; MIN6 prolif: -6; mIAP activ: 0.76; A3A deaminase: -3

What do the screens show for `O=C(c1cc(COc2ccc(F)cc2F)on1)N1CC[C@@H]2CCCC[C@H]2C1`?
A3G deaminase: -11; MPTP inh: -0.9; GRIN3A LBD mod: -7; mIAP block: 9; hIAP act: 1; hIAP block: -2; MIN6 prolif: -3; mIAP activ: 0.91; A3A deaminase: -4

How did NS(=O)(=O)c1ccc(NC(=O)CSc2nc(Nc3ccccc3)nc(N3CCOCC3)n2)cc1 do in these assays?
A3G deaminase: -4; MPTP inh: -0.4; GRIN3A LBD mod: -3; mIAP block: -2; hIAP act: 1.1; hIAP block: -13; MIN6 prolif: -6; mIAP activ: 1; A3A deaminase: -4

How did O=C(CSc1n[nH]c(-c2ccccn2)n1)Nc1ccc(F)cc1 do in these assays?
A3G deaminase: -3; MPTP inh: -1.0; GRIN3A LBD mod: -2; mIAP block: 7; hIAP act: 1.4; hIAP block: -40; MIN6 prolif: -5; mIAP activ: 0.93; A3A deaminase: -4

How did CCn1c(SCC(=O)c2ccccc2)nnc1-c1cnccn1 do in these assays?
A3G deaminase: -4; MPTP inh: -0.1; GRIN3A LBD mod: 2; mIAP block: 0; hIAP act: 0.97; hIAP block: 2; MIN6 prolif: -2; mIAP activ: 1; A3A deaminase: -3

Results for Cc1ccc2nc(NCC(=O)O)nc(-c3ccccc3)c2c1 ?
A3G deaminase: -4; MPTP inh: 0.2; GRIN3A LBD mod: -1; mIAP block: -3; hIAP act: 1.2; hIAP block: -20; MIN6 prolif: -3; mIAP activ: 1; A3A deaminase: -15

How did CCOC(=O)Cn1c(=NC(=O)c2ccc([N+](=O)[O-])s2)sc2ccccc21 do in these assays?
A3G deaminase: -9; MPTP inh: 2.7; GRIN3A LBD mod: -8; mIAP block: 18; hIAP act: 1; hIAP block: -3; MIN6 prolif: 0; mIAP activ: 0.82; A3A deaminase: -3

Random excerpt: two entries already listed, in no set order.
How did CC(C)(CCO)Nc1ncnc2onc(-c3ccc(F)cc3)c12 do in these assays?
A3G deaminase: -3; MPTP inh: -0.7; GRIN3A LBD mod: -2; mIAP block: -9; hIAP act: 1; hIAP block: -4; MIN6 prolif: -2; mIAP activ: 1.1; A3A deaminase: 6

Results for COc1ccc(CNC(=O)C2CCCN2CCc2ccccc2)cc1OC (stereo unspecified) ?
A3G deaminase: -16; MPTP inh: 1.2; GRIN3A LBD mod: 0; mIAP block: 8; hIAP act: 0.88; hIAP block: 12; MIN6 prolif: 4; mIAP activ: 0.92; A3A deaminase: -3
